FLuc counter = firefly luciferase modulation, counter-screen for miR-21 project | P08659 | purified FLuc, Km substrates, luminescence inhibition | Potency, µM (titrated, usually from 57.5 µM), inactives show at the top dose activity change, negative = inhibition, usual class: inhibitors | 6.9% of 360,000 active | AID 588342; active means well fitted inhibition curve with a large enough effect; inconclusive means small, poorly fitted or top-dose-only effect;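 further: plate controls were vehicle for no effect and reference inhibitor for full effect; nearly all actives have a fitted effect of over 55% in size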
Target sequence (P08659 whole entry, looked up): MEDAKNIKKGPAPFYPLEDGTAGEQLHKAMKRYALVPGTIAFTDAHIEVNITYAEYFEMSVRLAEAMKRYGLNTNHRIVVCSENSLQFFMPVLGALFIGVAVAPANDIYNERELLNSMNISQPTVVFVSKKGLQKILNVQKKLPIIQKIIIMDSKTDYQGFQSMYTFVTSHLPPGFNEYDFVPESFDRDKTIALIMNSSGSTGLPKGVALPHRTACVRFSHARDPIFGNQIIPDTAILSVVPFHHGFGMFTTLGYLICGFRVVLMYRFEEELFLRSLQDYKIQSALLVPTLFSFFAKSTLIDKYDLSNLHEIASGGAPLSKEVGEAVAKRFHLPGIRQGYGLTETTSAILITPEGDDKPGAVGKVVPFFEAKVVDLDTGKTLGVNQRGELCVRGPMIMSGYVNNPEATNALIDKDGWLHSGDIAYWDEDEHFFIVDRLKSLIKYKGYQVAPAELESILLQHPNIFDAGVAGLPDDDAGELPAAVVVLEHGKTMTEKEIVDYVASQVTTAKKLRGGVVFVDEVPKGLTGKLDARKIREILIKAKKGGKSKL
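Purified P. pyralis luciferase, 10 nM final, with Km-level 10 uM D-luciferin and 10 uM ATP in 50 mM Tris acetate pH 7.5, 10 mM Mg acetate, 0.01% Tween-20, 0.05% BSA; 6-point qHTS titration about 60 µM downward; luminescence read.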
The depositor's hits bear a star; ? = inconclusive. Potency means the concentration at half of the fitted maximal effect. The list is partial; the hit share may differ from the screen's.

SMILES	FLuc counter
CCCCN(CC)CCCNC(=O)c1ccc2c(c1)N(Cc1ccc(C)cc1)C(=O)c1ccccc1S2	2%
COc1ccc(NC(=O)N2CCc3c([nH]c4ccc(OC)cc34)C2c2ccc(OC)cc2)cc1 (centres undefined)	1%
COc1ccc(C2CC(=O)c3cc(-c4nc(-c5ccc(Cl)cc5)cs4)c(=O)[nH]c3C2)cc1 (centres undefined)	-1%
COc1cc(OC)c(NS(=O)(=O)c2cc3c(cc2C)N(C(C)=O)CCO3)cc1Cl	-9%
Cc1ccc2c(=O)cc(CSCC(=O)Nc3nnc(C)s3)[nH]c2c1	4%
CCN(CC)CCCNC(=O)CSc1nc2nc(C)c(Cc3ccccc3C)c(C)n2n1	-1%
CC(C)c1ccc(C2N3CC4(C)CN2CC(c2ccccc2)(C3)C4=O)cc1 (centres undefined)	-11%
Cn1c(/C(C#N)=C/c2ccc(C(F)(F)F)cc2)nc2ccccc21	6.7µM*
COc1cc2c(cc1NC(=O)C(C)Oc1ccc(Cl)cc1Cl)oc1ccccc12 (centres undefined)	2%
Cc1ccc(-c2nnc(Nc3cccc(O)c3)c3ccccc23)cc1S(=O)(=O)N1CCN(C)CC1	-3%
CCc1c(CN2CCN(c3ccc(F)cc3)CC2)csc1C	2%
Cc1ccc(-n2c(SCC(=O)N3CCCc4ccccc43)nc3c([nH]c4ccccc43)c2=O)cc1	6%
COc1ccc(/C=C\c2onc(C)c2S(=O)(=O)N2CCC(C(=O)Nc3ccc(Cl)cc3)CC2)cc1	0%
Cc1ccccc1NC(=O)CSc1nnc(-c2cccc(Cl)c2)o1	-14%
COc1ccc(-n2ccn(CC(=O)NCc3ccc(C)cc3)c(=O)c2=O)cc1OC	-3%

A different layout for some results above.
COc1ccc(/C=C\c2onc(C)c2S(=O)(=O)N2CCC(C(=O)Nc3ccc(Cl)cc3)CC2)cc1
  FLuc counter = 0%
Cc1ccccc1NC(=O)CSc1nnc(-c2cccc(Cl)c2)o1
  FLuc counter = -14%

(further entries)
SMILES	FLuc counter
Cc1c(NC(=O)CC(C)C)cccc1-c1nc2cccnc2s1	-6%
COc1cccc(NC(=O)CSC2=Nc3ccccc3C3=NC(CCC(=O)NCc4ccco4)C(=O)N23)c1 (centres undefined)	-6%
CCOC(=O)Cc1ccc(NC(=O)n2ncc3cc(Cl)ccc32)cc1	-12%
Cc1ccccc1Nc1c(-c2c[nH]c3ccccc23)nc2ccc(Cl)cn12	-9%
CSc1cccc(NC(=O)CC(c2ccc(F)cc2)N2Cc3ccccc3C2=O)c1 (centres undefined)	-11%
COc1ccc(NC(=O)c2c(C(=O)Nc3ccccc3)sc3nc(C)cc(=O)n23)cc1	3%
Cc1ccc(CN2COc3c(Cl)cc4c(-c5ccccc5)cc(=O)oc4c3C2)cc1	-3%
CCOc1ccc(-c2cccc(NS(=O)(=O)c3ccc(F)cc3F)c2)nn1	?
COc1cc2nc(SCC(=O)Nc3ccccc3C)n3nc(CCn4c(C)nc5ccccc54)nc3c2cc1OC	-5%
COc1ccc(OCc2nnc(-c3ccccc3)o2)cc1	?
O=C(Nc1cccc(Cl)c1)C1CCCN1S(=O)(=O)c1cccc2cccnc12 (centres undefined)	2%
Cc1cc(C)c2c(=O)cc(C(=O)Nc3sc4c(c3C(=O)NCc3cccnc3)CCCC4)oc2c1	-2%
O=C(NCC1CCCO1)c1c[nH]c2ccc(S(=O)(=O)Nc3ccc(F)cc3F)cc2c1=O (centres undefined)	?
Cc1ccccc1-c1nc2cc(NC(=O)Cc3ccc(Cl)cc3)ccc2o1	-10%
CC(=O)N1CCc2cc(Br)cc(S(=O)(=O)N3CCN(c4cccc(C(F)(F)F)c4)CC3)c21	-1%

Quoted from the listing.
Under FLuc counter, COc1ccc(C2CC(=O)c3cc(-c4nc(-c5ccc(Cl)cc5)cs4)c(=O)[nH]c3C2)cc1 (centres undefined) has the entry -1%
Under FLuc counter, CCc1c(CN2CCN(c3ccc(F)cc3)CC2)csc1C has the entry 2%

Next results
SMILES	FLuc counter
Cc1ccc(C)c(CSc2nnc(C)n3c2cc2sccc23)c1	-11%
CCN(C(=O)CSc1nnc(C)n2c1cc1occc12)c1ccccc1	-7%
CCOC(=O)c1[nH]c(C)c(CCC(=O)N2CCN(c3cc(Cl)ccc3C)CC2)c1C	-10%
COc1ccc(NS(=O)(=O)c2ccc3c(c2)CC(C)N3C(=O)C2CCC2)cc1OC (centres undefined)	-1%
Cn1c(=O)n(C)c2cc(N3CCCCC3)c(NC(=O)c3c(F)cccc3F)cc21	-1%
CCOC(=O)C1CCN(S(=O)(=O)c2cc(-c3onc(C)c3C)ccc2OC)CC1	4%
O=C(CCS(=O)(=O)c1cc(Br)cc2c1N(C(=O)C1CC1)CC2)NCc1ccccc1Cl	-3%
CC(C)CCNC(=O)CN1C(=O)CSc2ccc(S(=O)(=O)N3CCCCC3)cc21	-5%
Cc1c(Cl)cccc1NC(=O)C1CCN(c2ncnc3c2nc2n3CCCCC2)CC1	-8%
COc1cc(Cl)c(C)cc1NC(=O)c1nn(-c2ccc(C)cc2)c(=O)n(C)c1=O	-1%
CCOc1ccc(-c2nnc(Nc3ccc(S(N)(=O)=O)cc3)c3ccccc23)cc1	3%
CC(CCO)Nc1nc2c(c(=O)n(C)c(=O)n2C)n1Cc1ccc(Br)cc1 (centres undefined)	-3%
CCn1cc(CCC(=O)NCc2ccc(C)cc2)c2ccccc21	-19%
Cc1cccc(CCNC(=O)c2nn(C)c3c2CSc2ccccc2-3)c1	-5%
O=C(CSCc1ccccc1Cl)N1CCN(c2ccc(Cl)cc2)CC1	-1%
COc1ccccc1CNC(=O)Cn1ncn2c(cc3sccc32)c1=O	0%
Cc1cccc(NC(=O)CN2C(=O)CCn3nc(-c4cccn4C)cc32)c1C	3%
Cc1cccc(C)c1OCCn1c(C2CC(=O)N(c3cccc(Cl)c3)C2)nc2ccccc21 (centres undefined)	-1%
CCOc1ccc(C2=C(C(=O)CC)Sc3nncn3N2C(=O)CC)cc1	?
Cc1ccc(-n2ncc(C(=O)NCc3ccccn3)c2C2CCN(C(=O)OC(C)(C)C)CC2)c(C)c1	-5%
COc1ccc(C)cc1-n1nnc(S(=O)(=O)c2ccc(C)cc2)c1C	-5%
CCC1CN(C(=O)N2CCC(C(=O)NCCCc3ccccc3)CC2)c2ccccc2O1 (centres undefined)	-1%
CCOC(=O)c1cc(-c2ccc(OC)cc2)n(CCC(=O)NCc2ccccc2OC)c1C	-6%
CCOc1ccccc1C(=O)Oc1c(Sc2ccccc2)c(C)nn1C(C)(C)C	-7%
CCOC(=O)c1c(NC(=O)c2cc3ccccc3c(=O)o2)sc2c1CCCC2	0%
CCCOc1cccc(C(=O)N(Cc2cc(OC)c(OC)c(OC)c2)C2CCS(=O)(=O)C2)c1 (centres undefined)	-5%
CCc1ccc(NC(=O)CSc2nccn2C2CCCC2)cc1	-3%
CC(=O)c1ccc(N2CCN(c3ncnc4c3c(-c3ccccc3)cn4-c3ccc(Cl)cc3)CC2)cc1	2%
CCOc1ccc(CNC(=O)Cn2c(=O)c3cccn3c3ccc(F)cc32)cc1OC	-6%
CCOc1cc(C2NC(=O)c3c(sc4c3CCN(C)C4)N2)ccc1OC(=O)c1ccc(F)cc1 (centres undefined)	-2%
CC(=O)N1CCc2cc(S(=O)(=O)NC(CC(C)C)C(=O)NCCc3ccccc3)ccc21 (centres undefined)	4%
CCOC(=O)c1scc(-c2ccccc2)c1S(=O)(=O)Nc1ccc(N(C)C)cc1	?
COc1ccc(Br)cc1C1CC(=O)Nc2c1c(C)nn2-c1nc(C)cc(C)n1 (centres undefined)	-8%
CCOc1ccc(C(=O)Nc2ccccc2C(=O)OCc2cc(=O)n3nc(C4CC4)sc3n2)cc1	5%
Cc1cccc(NC(=O)c2c(Br)sc3c2CCCC3)c1	?
Cc1cccc(Cn2nnc3c(=O)[nH]c(C4CCN(C(=O)c5ccccc5F)CC4)nc32)c1	-12%
CCOc1ccccc1NC(=O)C(CC)Sc1nc2ncccc2[nH]1 (centres undefined)	-13%
O=C(CN1C(=O)COc2ccc(S(=O)(=O)NC3CCCC3)cc21)Nc1ccc(F)c(Cl)c1	6%
Cc1[nH]c(=O)[nH]c(=O)c1S(=O)(=O)N1CCN(c2ccccc2Cl)CC1	-18%
CCCNC(=O)c1ccc2c(c1)N(Cc1cccc(C)c1)C(=O)c1ccccc1S2	-12%
Cc1ccc(OCC(=O)Nc2cccc(C(=O)OCc3cc(=O)n4cc(C)sc4n3)c2)cc1	?
CN(C(=O)CSc1nnc2[nH]c(=O)cc(-c3ccccc3)n12)c1ccccc1	19µM*
CCCCc1nn2c(=O)cc(COC(=O)c3ccc(NC(=O)c4cccs4)cc3)nc2s1	0%
CCOC(=O)c1ccccc1NC(=O)Cn1c(=O)n(Cc2nc(C)no2)c(=O)c2ccccc21	-10%
CCN(CC)c1ccc(NC(=O)C2COc3ccc(OC)cc3C2)c(C)c1 (centres undefined)	3%
CN(Cc1ccccc1)C(=O)c1cc2c(s1)-c1ccc(Cl)cc1SC2	-15%
CCN(Cc1ccccc1)Cc1c(O)ccc2c(=O)c(-c3ccccc3OC)c(C(F)(F)F)oc12	-6%
Cc1cccc(NS(=O)(=O)c2ccc3c(c2)CC(C)N3C(=O)C2CCC2)c1C (centres undefined)	-20%
COC(=O)c1sccc1S(=O)(=O)N(CC(=O)Nc1cc(C)cc(C)c1)c1ccc(Cl)cc1	-10%
Cc1nnc(SCC(=O)NCc2ccc(N(C)C)cc2)c2nn(-c3ccccc3)c(C)c12	-17%
Fc1ccc(-c2nn(-c3ccccc3Cl)c3c2cnc2ccccc23)cc1	-5%
CCOc1ccc(CNC(=O)C2CCN(C(=O)N3CC(CC)Oc4ccccc43)CC2)cc1 (centres undefined)	-3%
CCCCN(C)c1nc2c(S(=O)(=O)c3ccc(CC)cc3)nnn2c2ccc(Cl)cc12	3%
COc1ccccc1CNC(=O)CSc1ccc(-c2sc(-c3ccccc3)nc2C)nn1	-19%
CCOCCc1nn2c(=O)cc(COC(=O)c3ccccc3OC)nc2s1	-1%
COc1cc(C2c3c(oc4ccccc4c3=O)C(=O)N2c2nnc(C(C)C)s2)cc(OC)c1OC (centres undefined)	-1%
Cc1cc2nn(-c3ccccc3)nc2cc1NC(=O)Cc1ccc(Cl)cc1	-6%
CC1CCN(S(=O)(=O)c2ccc3c(c2)N(CC(=O)NCCN(C)C)C(=O)CS3)CC1	-6%
Cc1c(Cl)cccc1Nc1nn2c(=O)c3ccc(C(=O)N(C)Cc4ccccc4)cc3nc2s1	-5%
COc1cc(NC(=O)C2Cc3ccccc3N2C(=O)c2ccccc2)cc(OC)c1 (centres undefined)	-14%

Continuation:
SMILES	FLuc counter
COc1ccc(NC(=O)CSc2nccn2Cc2ccc3c(c2)OCO3)cc1	-10%
COc1cccc(-c2nn(C)c3sc(C(=O)N4CCN(c5cccc(C(F)(F)F)c5)CC4)cc23)c1	1%
Cc1cccc(NC(=O)CSc2ccc(-c3ccccn3)nn2)c1	?
COc1cc(OC)c(OC)cc1/C=C/c1nc2cc3ccccc3cc2c(=O)n1-c1ccc(Cl)cc1	-7%
CCN(CC)c1cc2c(cc1F)c(=O)c(S(=O)(=O)c1ccccc1)cn2Cc1ccccc1	-9%
Cn1cc(C(=O)NCc2ccc(Cl)cc2)c(=O)c2cc(S(=O)(=O)N3CCCCCC3)ccc21	4%
CC(C)c1ccc(Nc2ncnc3c2c(-c2ccccc2)cn3-c2ccccc2)cc1	0%
CCOC(=O)c1c(NC(=O)COc2cccc(C)c2C)sc2c1CCCCC2	-16%
Cc1ccc(-n2c3c(cc(C(=O)Nc4cccc(Cl)c4)c2=O)C(=O)CC(C)(C)C3)cc1	1%
CCc1cccc(C)c1NC(=O)c1cn2c3c(ccc(Cl)c3c1=O)OC(C)C2 (centres undefined)	11%
CC(=O)c1ccc(NC(=O)CCOc2ccccc2)cc1	?
COC(=O)CN1C(=O)C(C)(C)c2cc(S(=O)(=O)Nc3ccc(C(C)C)cc3)ccc21	-2%
CCOC(=O)c1ccc(NC(=O)C2Cc3ccccc3CN2S(=O)(=O)c2ccc(Cl)cc2)cc1 (centres undefined)	2%
CCOc1ccc(NC(=O)N2CC3CCCN3c3ccccc32)cc1 (centres undefined)	-13%
COc1cccc(Nc2nc3ccccc3c3nncn23)c1	?

In the list so far, 11 contain an NH in an aromatic ring:
SMILES	FLuc counter
COc1ccc(NC(=O)N2CCc3c([nH]c4ccc(OC)cc34)C2c2ccc(OC)cc2)cc1 (centres undefined)	1%
COc1ccc(C2CC(=O)c3cc(-c4nc(-c5ccc(Cl)cc5)cs4)c(=O)[nH]c3C2)cc1 (centres undefined)	-1%
Cc1ccc2c(=O)cc(CSCC(=O)Nc3nnc(C)s3)[nH]c2c1	4%
Cc1ccc(-n2c(SCC(=O)N3CCCc4ccccc43)nc3c([nH]c4ccccc43)c2=O)cc1	6%
Cc1ccccc1Nc1c(-c2c[nH]c3ccccc23)nc2ccc(Cl)cn12	-9%
O=C(NCC1CCCO1)c1c[nH]c2ccc(S(=O)(=O)Nc3ccc(F)cc3F)cc2c1=O (centres undefined)	?
CCOC(=O)c1[nH]c(C)c(CCC(=O)N2CCN(c3cc(Cl)ccc3C)CC2)c1C	-10%
Cc1cccc(Cn2nnc3c(=O)[nH]c(C4CCN(C(=O)c5ccccc5F)CC4)nc32)c1	-12%
CCOc1ccccc1NC(=O)C(CC)Sc1nc2ncccc2[nH]1 (centres undefined)	-13%
Cc1[nH]c(=O)[nH]c(=O)c1S(=O)(=O)N1CCN(c2ccccc2Cl)CC1	-18%
CN(C(=O)CSc1nnc2[nH]c(=O)cc(-c3ccccc3)n12)c1ccccc1	19µM*

(cont.)
SMILES	FLuc counter
CSc1ccc(CCNC(=O)c2sc3ncccc3c2-n2cccc2)cc1	-3%
CC(=O)Nc1ccc(NC(=O)CCc2nc3cccnc3n2Cc2cccs2)cc1	-7%
OCCN1CCN(C(c2ccccc2Cl)c2sc3nc(-c4ccco4)nn3c2O)CC1 (centres undefined)	-14%
CCOC(=O)N1CCN(Cc2nc3cc(NC(=O)CC(C)C)ccc3n2C(C)C)CC1	-1%
CCOC(=O)c1cnc2c(ccc3ccccc32)c1Nc1ccc(Cl)cc1	5%

High-throughput results (PubChem)
